# Bioassay records: PubChem BioAssay, several laboratories
# PDI inh: inhibitors of human PDI, primary screen, biochemical, turbidity, single point, plate reader; PDI insulin aggregation turbidity, A650, 90 min; hit rate 0.052% among 350,000; Protein disulfide-isomerase (Homo sapiens), P07237; inhibition, % at 10 µM; AID 588391, 2011;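 active = mean inhibition across replicates of 30% or more, whatever share of single replicates reach that level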;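 also: absorbance from insulin aggregation driven by PDI reduction with DTT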
# Target sequence (P07237 whole entry, looked up): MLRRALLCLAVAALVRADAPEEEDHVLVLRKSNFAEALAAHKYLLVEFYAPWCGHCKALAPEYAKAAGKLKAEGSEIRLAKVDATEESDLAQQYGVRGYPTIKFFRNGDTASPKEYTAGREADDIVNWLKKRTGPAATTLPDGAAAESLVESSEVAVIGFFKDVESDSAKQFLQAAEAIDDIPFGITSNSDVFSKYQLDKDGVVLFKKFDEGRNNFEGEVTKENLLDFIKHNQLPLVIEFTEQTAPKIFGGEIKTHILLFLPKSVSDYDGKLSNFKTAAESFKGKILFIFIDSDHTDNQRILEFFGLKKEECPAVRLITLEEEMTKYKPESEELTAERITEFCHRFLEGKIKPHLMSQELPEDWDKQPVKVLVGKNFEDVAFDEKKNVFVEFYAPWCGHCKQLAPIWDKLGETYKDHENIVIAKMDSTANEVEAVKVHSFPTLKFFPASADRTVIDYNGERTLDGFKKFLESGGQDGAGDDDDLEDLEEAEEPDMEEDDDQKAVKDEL
# CF NFkB inh: inhibitors of PAF-induced NF-kB signaling, primary screen, cell-based, GFP fluorescence, uHTS; inhibition, % at 5 µM; hit rate 0.86% among 360,000; KKLEB NF-kB-GFP reporter, GFP fluorescence overnight;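 active = at least 50% inhibition at 5 µM, scaled per plate between neutral and stimulator controls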;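 also: PAF is a Pseudomonas aeruginosa culture filtrate used as stimulus; plate controls were PAF-stimulated DMSO wells for no effect and unstimulated DMSO wells for full effect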
# MITF TRPM1 inh: inhibitors of MITF-dependent TRPM1 promoter reporter, primary screen, cell-based, SK-MEL-5, single point, luciferase; hit rate 0.83% among 330,000; AID 488899, 2010; inhibition, % at 12.5 µM; SK-MEL-5 TRPM1 promoter luciferase, 24 h;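 active = mean inhibition across replicates of 60% or more, whatever share of single replicates reaches that level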; also: values of inactives mirror those of a sister screen read the other way
# KKLEB cytotox: cytotoxicity in KKLEB CF airway cells, primary screen, cytotoxicity control for CF NF-kB inhibitor project, cell-based, uHTS, fluorescence assay plates; KKLEB CF airway cells viability, ATPlite luminescence, overnight; stronger effect = lower value; cells stimulated with P. aeruginosa culture filtrate; activity change (cytotoxicity), % at 5 µM; hit rate 0.36% among 360,000; AID 602141, 2011;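 active = corrected activity change at or below -50% at 5 µM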
# HIF-2a inh: HIF-2a reporter inhibitors, primary screen, luminescence, 786-0 RCC cells; 786-0 RCC cells HIF-2a reporter, luciferase luminescence, overnight; inhibition, % at 18.8 µM; hit rate 0.72% among 360,000; AID 624352, 2012;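 active = inhibition of the luminescence signal of 40% or more relative to plate controls, in a single-dose primary screen at 18.75 µM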
# Shn3 inh set2: reduction of Shn3 3'UTR firefly luciferase signal, primary screen, Schnurri-3 inhibitor project, cell-based, Clone20 osteoblasts, set 2; Clone20 osteoblast Shn3 3'UTR firefly luciferase, 24 h; inhibition, % at 12.5 µM; hit rate 0.52% among 360,000; AID 588674, 2011;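 active = mean inhibition of at least 75% with every replicate also reaching 75%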;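 also: 0% = median of neutral control wells and 100% = pilot-screen positive control compound; some compounds past the cut are filed as inactive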
# CaV13 ICDI inh: Disruptors of the CACNA1D IQ motif to Ca2+-dependent inactivation inhibitor domain association, primary screening, Förster resonance energy transfer in intact living … | inhibition, % at 12.3 µM | HEK cells, CFP/YFP FRET ICDI-IQ, plate reader, 10 min; percent FRET-ratio fall versus neutral wells | AID 743397 | hit rate 0.098% among 340,000;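 active = mean replicate inhibition of at least 30% and at least 1% of replicates passing that level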;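 also: 0% = median of the neutral control wells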
# Peg3 promoter: Peg3 promoter-driven luciferase inhibitors, primary screen, cell-based, HeLa, luciferase luminescence. hit rate 1.7% among 360,000. inhibition, % at 20 µM. HeLa PEG-Prom luciferase reporter, overnight;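 active = inhibition of at least 50% at 20 µM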
# NR2E3 ag-1: NR2E3 agonists in two-hybrid cells, primary screen, cell-based, luminescence, CHO-S, Gal4-NCOR/VP16-NR2E3 | AID 602229, 2012 | Photoreceptor-specific nuclear receptor (Homo sapiens), Q9Y5X4 | hit rate 0.35% among 360,000 | luciferase | inhibition of corepressor binding, % at 3.98 µM;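 active = inhibition above the mean of all tested compounds plus 3 SD, cut at about 70% in these data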;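 also: 0% = DMSO with NR2E3 transfected cells and 100% = cells lacking NR2E3 construct; higher means lower luciferase signal from less NR2E3 corepressor binding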
# Target sequence (Q9Y5X4 whole entry, looked up, the tested form may be a part): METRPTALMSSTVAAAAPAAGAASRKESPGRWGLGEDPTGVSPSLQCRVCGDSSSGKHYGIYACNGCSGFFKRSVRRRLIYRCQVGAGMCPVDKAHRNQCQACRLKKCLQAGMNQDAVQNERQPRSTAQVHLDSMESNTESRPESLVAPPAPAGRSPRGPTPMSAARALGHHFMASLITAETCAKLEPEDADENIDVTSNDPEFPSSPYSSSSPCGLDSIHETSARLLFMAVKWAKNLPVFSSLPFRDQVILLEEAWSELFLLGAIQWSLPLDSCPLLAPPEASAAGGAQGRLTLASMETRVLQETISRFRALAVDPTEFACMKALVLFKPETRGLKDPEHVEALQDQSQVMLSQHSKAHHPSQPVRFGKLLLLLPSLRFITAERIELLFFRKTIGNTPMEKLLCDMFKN
# NR2E3 ag-2: inhibitors of NR2E3-RetCOR corepressor binding, primary screen, NR2E3 agonist project, biochemical, TR-FRET, GST-NR2E3, biotin-RetCOR; Photoreceptor-specific nuclear receptor (Homo sapiens), Q9Y5X4; 1536-well; inhibition of corepressor binding, % at 4.78 µM; hit rate 0.12% among 320,000; AID 2300, 2010;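 active = percent inhibition above the cutoff of mean plus 3 SD of all tested compounds, set per screening campaign, cut at about 20% in these data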;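 also: 0% = DMSO wells and 100% = biotin wells as full block of FRET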
#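 Material: NR2E3–RetCOR corepressor complex / Incubation: Compound–protein incubation for 5 h at 4 °C / Dosing: compound at 4.8 µM, single dose / Detection: time-resolved FRET / Benchmarks: high control biotin, low control 0.6% DMSO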
# Vif inh: HIV Vif self-association inhibitors, primary screen, imaging, HEK293T, single point | inhibition, % at 7.49 µM | hit rate 0.35% among 340,000 | AID 602346, 2012 | HEK293T cells, Vif self-association by quenched fluorescence, 24 h; in the data active = inhibition above about 50%, passing the limit was not always enough; also: some results filed as inactive read as strong as hits
# The depositor's hits bear a star; . = not tested or not shown.
no.	SMILES	PDI inh	CF NFkB inh	MITF TRPM1 inh	KKLEB cytotox	HIF-2a inh	Shn3 inh set2	CaV13 ICDI inh	Peg3 promoter	NR2E3 ag-1	NR2E3 ag-2	Vif inh
1	CN(C)c1ccc(/C=C/c2cccc[n+]2[O-])cc1	3	-3	-91	-5	-252	-28	-36	-202	-81	-1	.
2	Cc1cccc(S(=O)(=O)NCCc2ccccc2)c1	-12	-1	7	2	3	7	1	3	11	1	-1
3	CCCCNC(=O)CSc1nc2ccccc2n1S(=O)(=O)c1ccc(Br)cc1	-2	-9	-8	5	-31	-9	-4	-29	-12	1	6
4	CC(=O)Nc1ccc(NC(=O)CSc2ccc3nnc(CCNC(=O)c4ccccc4)n3n2)cc1	-3	4	-16	4	11	6	-6	17	-3	5	2
5	O=C(CCn1c(=O)oc2ccccc21)NCCC1=CCCCC1	-5	2	-3	-10	-1	-24	3	-3	-4	2	0
6	COc1cccc(NC(=O)CSc2ncnc3c2oc2ccccc23)c1	-15	3	-5	-8	-16	20	-6	2	-23	0	7
7	O=C1c2ccccc2-c2ccc(C(=O)N3CCCCC3)cc21	3	-26	-30	1	-108	-45	.	-159	-7	2	-4
8	CCCCC(CC)CN1C(=O)/C(=C/c2ccncc2)SC1=S (configuration not stated)	4	4	7	-1	24	28	-1	15	-50	0	-8
9	O=C(CSc1nnc(CNC(=O)c2cccs2)o1)Nc1ccc(Cl)cc1	11	-16	-3	-2	-2	-8	-2	-4	-4	-1	-3
10	COc1cc2c(cc1OC)C(c1ccc(Cl)cc1)CC(=O)N2 (configuration not stated)	5	-4	14	-11	17	8	-3	22	-30	3	1
11	CCn1c(CC(=O)Nc2ccc(F)cc2)nnc1SCC(=O)Nc1nncs1	-1	-9	0	-3	-2	-7	-7	22	13	0	-18
12	CCc1ccc(C(=O)CN2CCSC2=N)cc1	-5	-18	-70	-2	-240	-118	-4	-247	-149	4	0
13	CC(C)=CCCC1=CCC(/C(C)=N/NC(N)=O)CC1 (configuration not stated)	19	7	-16	-7	-12	-13	-7	6	-3	-5	-1
14	COc1ccc2[nH]c(C(=O)O)c(CCC(=O)O)c2c1	-1	-7	1	8	13	10	-4	9	-2	5	1
15	Cc1nn(C)c(=O)n1-c1ccccc1	3	12	5	4	10	-5	8	29	-19	-1	21
16	Cc1nn(C(=O)CCCC(=O)NCc2ccccc2)c2ccccc12	-7	-36	-3	-8	-7	6	-4	16	-25	-2	7
17	Cc1ccc(Nc2ncc3c(n2)CC(c2ccco2)CC3=O)c(C)c1 (configuration not stated)	-6	0	-13	-11	-28	-18	.	-31	-87	3	-8
18	CCC(c1nnnn1Cc1cccs1)N1CCN(c2nc3ccccc3s2)CC1 (configuration not stated)	2	0	13	-11	-57	25	.	-5	-65	-3	-13
19	O=C(CN1CCN(C(=O)c2cccc(F)c2)CC1)Nc1ccccc1F	5	-3	-1	-8	16	-4	-2	5	11	2	2
20	O=C(Nc1ccc2c(c1)Cc1ccccc1-2)c1ccco1	8	-43	-150	8	-237	-103	-5	-292	-122	4	-2
21	CC(C)(C)NCc1cccn1-c1sc2c(c1C#N)CCCC2	15	-24	-3	-12	7	1	-6	16	3	3	-9
22	O=C(NCc1ccco1)C1CCCN1S(=O)(=O)c1ccccc1C(F)(F)F (configuration not stated)	-2	-1	-3	6	13	-4	-6	7	8	0	9
23	O=C(COC(=O)C1CC(=O)N(c2ccccc2)C1)c1ccccc1 (configuration not stated)	.	1	-11	19	-3	-12	-2	-17	-9	2	3
24	Cc1ccccc1OCC(=O)N/N=C1\CCOc2c(C)cccc21	-3	1	-44	-1	-127	-5	-7	-61	-48	-1	3
25	COc1ccc(CNC(=S)Nc2cc(C)ccc2C)cc1	-4	4	9	13	-17	19	.	4	0	4	-6
26	O=C(CSCc1ccccc1)Nc1ccc(S(=O)(=O)Nc2ncccn2)cc1	-19	-10	1	12	13	22	-3	5	16	2	12
27	COc1cc(C(=O)NNC(=O)c2n[nH]c3ccccc23)cc(OC)c1OC	9	-2	0	8	16	-5	-5	10	-4	2	-10
28	CCOC(=O)C1(CCCc2ccccc2)CCN(C(=O)C2CCCO2)CC1 (configuration not stated)	8	17	-19	-2	-4	2	-6	3	-3	-1	-9
29	COc1cc(NC(C)=O)ccc1NC(=O)c1cc2ccccc2o1	-6	17	-36	-6	-146	-23	-4	-193	-1	3	8
30	O=c1[nH]cnc2scc(C3COc4ccccc4O3)c12 (configuration not stated)	-14	10	-19	0	-132	.	.	-100	-34	4	.
31	Cc1nc(-c2ccc(Cl)cc2)sc1C(=O)NN	19	-5	4	1	-32	.	2	-32	-21	-2	-1
32	CSc1ccccc1-n1nnnc1SCC(=O)NCc1cccs1	-1	-1	9	-2	0	-9	-1	5	6	-4	7
33	COc1ccc(OC)c(Nc2nc(-c3cccc([N+](=O)[O-])c3)nc3ccccc23)c1	5	8	0	-34	19	24	-6	31	-10	0	-4
34	O=C(COc1cccnc1[N+](=O)[O-])Nc1ccc(Cl)cc1F	-3	-7	-32	2	-96	-11	-6	-109	-28	.	2
35	COc1cccc(/C=N/NC(=O)CN2C(=O)NC3NC(=O)NC32)c1 (configuration not stated)	-5	10	0	-11	15	6	-5	12	-22	1	15
36	CC1(C)OC2CC3C4CCC5=CC(=O)C=CC5(C)C4(F)C(O)CC3(C)C2(C(=O)CO)O1 (configuration not stated)	-3	67*	.	13	22	9	-5	-3	-6	.	-9
37	O=C(Nc1ccccc1Cl)Oc1ccc(Cl)cc1Cl	5	-1	-20	-2	-67	1	-3	-33	-25	0	-4
38	Cc1cccc(C)c1NC(=O)Nc1ccc(S(N)(=O)=O)cc1	-8	9	-10	10	9	-8	-4	-3	-5	1	-6
39	CCOc1ccc(CCNC(=O)c2cc3ccccn3n2)cc1OCC	.	0	.	-5	-6	25	-7	3	0	-1	5
40	COC(=O)c1cc(C(=O)N(Cc2ccccc2)c2ccccn2)cc([N+](=O)[O-])c1	0	5	18	-3	20	7	-3	6	-2	-1	15
41	CC(=O)NC(Cc1c[nH]c2ccccc12)C(=O)N/N=C/c1ccccc1 (configuration not stated)	9	10	8	-3	4	-9	-4	7	5	0	1
42	COCCn1c(SCC(=O)Nc2cc(C)on2)nnc1-c1ccccc1	2	12	-1	0	1	-8	-4	6	11	5	-9
43	O=C1CCCC2=C1C(c1cn(-c3ccccc3)nc1-c1cccs1)c1c([nH]c(=O)[nH]c1=O)N2 (configuration not stated)	2	-2	4	-10	-9	-5	.	-1	-3	-1	.
44	O=[N+]([O-])c1ccc(COc2ccc(CN3CCOCC3)cc2)cc1	5	-28	-64	7	-130	-5	-7	-240	-118	.	.
45	CCCN=C1NC(=O)C(CC(=O)NCCc2ccccc2)S1 (configuration not stated)	4	5	11	19	13	-8	-4	9	-4	-4	4
46	COc1ccc(N(CC(=O)NCc2ccco2)C(=O)CCC(=O)Nc2nccs2)cc1	-4	-4	-5	-11	17	4	-3	13	-15	2	-3
47	COc1ccc(/C=C(/NC(=O)c2ccc(C)cc2)c2nc3ccccc3[nH]2)cc1OC	-4	7	-8	3	-7	6	-1	-6	-3	-4	14
48	Cc1nc2ccc(F)cc2cc1C(=O)NCc1ccco1	7	18	-5	-5	0	-8	-4	1	-26	-2	4
49	Cc1ccc(C(=O)Nc2cccc(-c3ccc(N4CCOCC4)nn3)c2)cc1C	0	26	-72	-10	-177	-54	-2	-140	-72	0	2
50	O=C(O)c1ccc(NC(=S)Nc2ccc(S(=O)(=O)Nc3ccccn3)cc2)cc1	0	2	3	12	-2	-5	-9	-2	-15	.	0
51	COCc1cc(=O)n2c([nH]c3ccccc32)c1C#N	16	8	-2	2	-107	-18	.	-16	-11	-1	-4
52	CCOC(=O)c1ccccc1OCc1cc(/C=N/NC(=O)c2cccnc2)ccc1OC	5	-13	-1	-4	22	8	-5	36	19	-3	0
53	CCc1ccc(CNC(=O)CCc2cn(C)c3ccccc23)cc1	1	-21	3	4	8	-31	-4	-11	-24	-2	-17
54	O=C(N/N=C1\C2CN3CCN(C2)CC1(c1ccccc1)C3)Nc1ccccc1	-3	10	7	4	11	-3	-5	5	-26	0	-2
55	CN(CC(=O)Nc1ccc(F)cc1)C(=O)COC(=O)c1ccc(=O)n(Cc2ccccc2)n1	-4	-18	2	2	-5	-14	-15	0	8	5	-1
56	CCCCc1n[nH]c2c1/C(=N/O)CC(C)(C)C2	-1	6	-14	-7	-5	6	0	3	12	2	-10
57	CCC(C)NC(=O)[C@H]1N2C(=O)c3ccccc3C2SC1(C)C (some centres not stated)	-23	-10	8	3	7	16	-5	13	-21	0	-11
58	Cc1cc(NC(=O)CSc2nc3cc(Cl)ccc3c(=O)n2C(C)C)no1	-3	30	4	-27	20	4	-5	25	5	.	11
59	COC(=O)c1ccc(Cc2ccccc2)o1	-3	5	-25	-17	-18	-19	.	-7	24	5	-10
60	Cc1cc2n(n1)C(c1sccc1C)Nc1ccccc1-2 (configuration not stated)	-1	1	-17	-5	-25	-11	-4	-18	-31	-1	-2

# (continued)
no.	SMILES	PDI inh	CF NFkB inh	MITF TRPM1 inh	KKLEB cytotox	HIF-2a inh	Shn3 inh set2	CaV13 ICDI inh	Peg3 promoter	NR2E3 ag-1	NR2E3 ag-2	Vif inh
61	O=C1C2C3C=CC(O3)C2C(=O)N1CC(O)c1ccccc1 (configuration not stated)	-1	3	-5	-1	-3	-3	.	0	15	1	.
62	CN1/C(=C\C(=O)COc2ccc3c(c2)OCO3)C(C)(C)c2ccccc21	-20	-1	-3	1	8	72	-2	-1	-14	0	.
63	COCCNc1nc(NCCN2CCNC2=O)c2sccc2n1	-53	0	.	-4	11	16	-6	13	-14	.	.
64	CCOC(=O)Cc1cc(=O)n2[nH]c(-c3ccc(C)cc3)cc2n1	-5	-1	5	8	-57	6	-5	-3	-53	3	.

# Rewritten with each value named: 2 of the compounds above.
62. CN1/C(=C\C(=O)COc2ccc3c(c2)OCO3)C(C)(C)c2ccccc21
  PDI inh = -20; CF NFkB inh = -1; MITF TRPM1 inh = -3; KKLEB cytotox = 1; HIF-2a inh = 8; Shn3 inh set2 = 72; CaV13 ICDI inh = -2; Peg3 promoter = -1; NR2E3 ag-1 = -14; NR2E3 ag-2 = 0; Vif inh = .
63. COCCNc1nc(NCCN2CCNC2=O)c2sccc2n1
  PDI inh = -53; CF NFkB inh = 0; MITF TRPM1 inh = .; KKLEB cytotox = -4; HIF-2a inh = 11; Shn3 inh set2 = 16; CaV13 ICDI inh = -6; Peg3 promoter = 13; NR2E3 ag-1 = -14; NR2E3 ag-2 = .; Vif inh = .
